SUMO1-SIM PPI: SUMO1-SIM interaction modulation | SUMO1 binding to a labelled peptide, TR-FRET, 1 h | 360,000 compounds, 0.33% hits | inhibition, % at 20 µM; in the data active means inhibition above about 37%
Target sequence (P63165 whole entry, looked up): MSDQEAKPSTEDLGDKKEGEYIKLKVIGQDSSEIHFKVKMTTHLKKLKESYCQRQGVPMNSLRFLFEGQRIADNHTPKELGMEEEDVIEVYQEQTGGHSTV
TbMetRS inhib: Trypanosoma brucei MetRS inhibition. AID 624268. purified T. brucei MetRS, ATP depletion, Kinase-Glo luminescence. 360,000 compounds, 0.4% hits. inhibition, % at 11.9 µM;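 active means inhibition above a per-plate cutoff of the control wells' mean inhibition plus 3 SD, cut at about 5.5% in these data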;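 further: 0% = DMSO wells median and 100% = median of wells with control inhibitor compound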
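Measured by: Kinase-Glo luciferase luminescence reporting remaining unconsumed ATP. Material: purified T. brucei MetRS enzyme. Doses: 11.9 µM compound single dose, 0.9% DMSO. Medium: HEPES buffer containing pyrophosphatase, BSA, spermine, DTT. Times: 15 min preincubation, 2 h reaction, all 25 °C. Reagent: methionine, ATP and bulk E. coli tRNA.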
DNMT1 block: blocks human DNA methyltransferase DNMT1; 360,000 compounds, 0.83% hits; DNMT1 molecular beacon, Hinp1I cleavage, fluorescence; AID 588458; P26358; inhibition (reported as % activation of signal), % at 10 µM; in the data active means inhibition above about 50%
MsrA inhibitor: bovine MsrA inhibition | 360,000 compounds, 0.75% hits | purified bovine MsrA, absorbance read-out | inhibition, % at 15.5 µM | AID 651718; in the data active means inhibition above about 4.5%;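 further: 0% = vehicle wells with enzyme and 100% = reference inhibitor wells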
STEP block: inhibitors of human striatal-enriched phosphatase STEP; P54829; recombinant STEP, OMFP fluorogenic substrate, fluorescence; inhibition, % at 20 µM; 360,000 compounds, 0.25% hits;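 active means inhibition at 20 µM, scaled per plate between control wells, above about 37%, limit read from the data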;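 further: 0% = DMSO with enzyme and substrate and 100% = substrate only without enzyme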
Target sequence (P54829 whole entry, looked up): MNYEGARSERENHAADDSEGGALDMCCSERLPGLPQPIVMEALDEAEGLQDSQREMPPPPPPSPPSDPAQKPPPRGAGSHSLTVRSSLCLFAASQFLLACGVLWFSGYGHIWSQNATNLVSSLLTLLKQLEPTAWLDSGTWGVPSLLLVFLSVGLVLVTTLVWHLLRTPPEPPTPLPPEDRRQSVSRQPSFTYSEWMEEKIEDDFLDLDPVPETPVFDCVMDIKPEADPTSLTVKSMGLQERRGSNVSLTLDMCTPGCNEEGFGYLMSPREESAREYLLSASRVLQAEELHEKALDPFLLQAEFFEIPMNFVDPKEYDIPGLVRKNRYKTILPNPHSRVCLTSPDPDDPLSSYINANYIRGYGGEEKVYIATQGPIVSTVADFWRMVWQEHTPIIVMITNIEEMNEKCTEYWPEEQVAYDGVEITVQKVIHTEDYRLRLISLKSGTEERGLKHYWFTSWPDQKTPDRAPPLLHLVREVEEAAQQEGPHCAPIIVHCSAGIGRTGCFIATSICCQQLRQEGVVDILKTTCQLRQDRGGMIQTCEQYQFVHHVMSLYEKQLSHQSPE
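System: isolated STEP enzyme; schedule: 20 min enzyme reaction at room temperature, protected from light; medium: Bis-Tris buffer pH 6.0, 2.5 mM DTT, 0.005% Tween 20; signal: fluorescence, 480/540 nm; dosing: single compound dose of 20 µM, 1% DMSO final; also added: OMFP substrate, 25 µM final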
LMPTP block: blocks human LMPTP phosphatase. recombinant LMPTP-A, OMFP fluorogenic substrate, fluorescence intensity. inhibition, % at 20 µM. 360,000 compounds, 0.22% hits;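 active means compounds that cut the enzyme signal by at least half of the control window in the single-dose screen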;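 further: plate controls were DMSO wells with enzyme plus substrate for no effect and substrate without enzyme for full effect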
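Assay system: LMPTP-A phosphatase enzyme | Input: 0.625 nM enzyme | Also added: Fluorogenic phosphatase substrate OMFP at 400 µM final | Compound dosing: One test concentration per compound, 20 µM, with 3% DMSO overall | Schedule: 50 min enzyme reaction at room temperature, protected from light | Signal: Fluorescence intensity | Benchmarks: no-enzyme and uninhibited controls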
Rpn11 inh: blocks the human proteasome subunit Rpn11; O00487; 360,000 compounds, 0.59% hits; AID 588493; calls only at 20 µM; human 26S proteasome, Ub4-pepOG fluorescence polarization; 20S core pre-blocked with epoxomicin;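 active means inhibition at 20 µM, scaled to each plate's controls, above about 33%, limit read from the data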
Target sequence (O00487 whole entry, looked up): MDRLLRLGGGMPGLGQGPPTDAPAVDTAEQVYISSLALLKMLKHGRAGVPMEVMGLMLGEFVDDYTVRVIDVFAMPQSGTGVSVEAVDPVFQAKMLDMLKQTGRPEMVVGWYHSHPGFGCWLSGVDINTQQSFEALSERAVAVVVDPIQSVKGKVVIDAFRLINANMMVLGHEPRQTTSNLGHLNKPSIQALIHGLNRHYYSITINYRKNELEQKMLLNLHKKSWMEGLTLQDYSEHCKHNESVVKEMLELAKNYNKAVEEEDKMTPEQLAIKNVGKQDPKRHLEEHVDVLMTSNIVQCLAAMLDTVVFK
CSN inh: blocks human CSN-mediated cullin deneddylation; Q92905; Purified CSN, SCF-Nedd8-OG deneddylation, fluorescence polarization; inhibition, % at 12.5 µM; 360,000 compounds, 0.38% hits; AID 651999;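 active means pattern-corrected inhibition above about 35%, with an unprinted fluorescence ratio check between 0.5 and 1.5, limit read from the data, passing the limit was not always enough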;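 further: 0% = enzyme with substrate and 100% = substrate without enzyme; some results filed as inactive read as strong as hits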
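Assay system: Purified human Csn5 enzyme expressed in HEK293T cells | Amount: Enzyme 0.24 nM | Measured by: Fluorescence polarization readout | Medium: Tris/NaCl/DTT buffer, pH 7.5 | Compound dosing: One concentration, 12.5 µM, 0.25% DMSO | Times: 90 min incubation of compound, enzyme and substrate at room temperature | Control set: no-enzyme wells high, enzyme-with-substrate wells low | Read-out: % inhibition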
Scp1 inh: Scp-1 (human) phosphatase inhibition; Q9GZU7; Recombinant Scp1, phosphopeptide, malachite green phosphate absorbance; inhibition, % at 20 µM; 340,000 compounds, 0.88% hits; AID 493091;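 active means inhibition above about 50% at 20 µM, limit read from the data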;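 further: plate controls were DMSO wells with enzyme for no effect and wells lacking enzyme for full effect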
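Test system: SCP-1 phosphatase catalytic domain, residues 76-261 | Compound dosing: One concentration, 20 µM, with 1.0% DMSO | Schedule: 45 min room-temperature reaction, 5 min colour, 30 min stabiliser | Detection: Absorbance at 630 nm | Read-out basis: % inhibition of SCP-1 phosphate liberation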
NadD block: blocks S. aureus nicotinate mononucleotide adenylyltransferase; AID 602399; 360,000 compounds, 0.78% hits; inhibition, % at 20 µM; purified NadD enzyme, colorimetric absorbance read-out; in the data active means inhibition above about 26%; further: some compounds past the cut are filed as inactive
The depositor's hits bear a star; i = inactive; · = not tested or not shown.

SMILES	SUMO1-SIM PPI	TbMetRS inhib	DNMT1 block	MsrA inhibitor	STEP block	LMPTP block	Rpn11 inh	CSN inh	Scp1 inh	NadD block
O=S(=O)(c1cccs1)N1CCCc2ccccc21	2	-0.4	-1	0.5	-8	-0.6	i	-1	-10	-1
C#CCN(Cc1ccco1)C(=O)c1ccc(OC2CCN(Cc3ccccn3)CC2)cc1	2	-0.5	-1	0.7	-3	0.7	i	-3	-2	-1
COCCNC(=O)c1ccc2c(c1)CCN2S(C)(=O)=O	0	-0.4	-4	2.3	0	0.0	i	0	-4	-5
COc1ccc(-n2cc(-c3ccc(Br)cc3)[nH]c2=S)cc1	3	2.1	1	-1.4	2	-0.5	i	-7	-9	5
CCCC(=O)NC(c1ccco1)c1c(O)ccc2ccccc12 (stereo not drawn)	-2	0.1	8	-1.4	-5	-0.9	i	-3	-11	-3
COc1ccccc1CNC(=O)CSCc1cnn(-c2ccccc2)c1-n1cccc1	-2	-0.2	-4	1.0	1	0.0	i	1	-4	-7
O=C1CN(C(=O)c2ccc3nc(Cc4cccc(Cl)c4)oc3c2)CCN1	0	-0.1	-2	-0.2	3	-0.3	i	-2	-4	0
O=C(c1ccc(CS(=O)c2ccc(F)cc2)o1)N1CCN(C2CCCCC2)CC1 (stereo not drawn)	8	-0.1	-1	0.6	2	-0.3	i	1	-6	-3
COc1cc(C(=O)Nc2ccc(S(=O)(=O)Nc3nccc(C)n3)cc2)cc(OC)c1OC	4	0.4	-1	0.6	-1	-0.7	i	-1	-3	1
COc1ccc(C(C)(C)C)cc1NS(=O)(=O)c1cccc2cccnc12	4	-0.5	1	0.2	2	4.1	i	-4	-9	-7
CCN(c1ccccc1)S(=O)(=O)c1ccc(Cl)c(C(=O)NCCc2ccc(OC)cc2)c1	-2	0.1	2	-0.1	4	-0.3	i	1	-4	-5
O=C(C1CCN(C2CCN(Cc3ccc4c(c3)CCO4)CC2)CC1)N1CCCC1	-3	-0.7	8	0.6	3	5.5	i	0	-8	-7
O=C(/C=C/c1cccs1)Nc1nccs1	-4	-0.8	1	6.4*	-5	-1.7	i	2	-6	8
CSc1ccc(C#N)cc1NC(=O)c1ccc(Cl)cc1Cl	1	3.1	0	-1.1	3	-0.2	i	5	0	-9
O=[N+]([O-])c1ccc2[nH]c(O)c(N=NC3CCS(=O)(=O)C3)c2c1 (stereo not drawn)	0	-0.2	-1	2.3	-2	0.5	i	2	-2	0
O=C(O)c1ccccc1OCc1ccccc1Cl	1	0.2	1	-1.7	-1	-0.3	i	4	-4	-5
Cc1nc2nc(N)nn2c(C)c1C/C=C/c1ccccc1	-3	-0.6	1	0.4	-1	-1.8	i	-7	-2	-4
COc1cc(NC(=O)[C@@H]2CCCN2S(=O)(=O)c2cccc3cccnc23)cc(OC)c1OC	-2	-0.3	3	1.6	-1	-2.1	i	-7	-3	4
O=C(NC1CCCCC1)c1cccc(S(=O)(=O)N2CCOCC2)c1	-2	-1.1	2	-0.9	1	-1.0	i	-2	-10	-3
COc1ccccc1Cc1noc(COc2cccc(C)c2C)n1	1	-1.6	3	1.3	-3	0.7	i	3	-8	0
Cc1cc(Cl)ccc1Nc1ncccc1C(N)=O	-1	-0.4	-4	1.1	-4	1.2	i	-4	-7	0
COC(=O)c1ccc(CSc2nc3c(c(=O)n2-c2ccc(Br)cc2)SCC3)o1	-3	-0.4	-5	0.8	2	1.5	i	3	-8	4
COc1ccc(C2=Nn3c(C)nnc3SC2)cc1	2	-0.5	2	1.2	-1	0.0	i	-2	-7	2
CC(C)(C)c1cc[n+](/C(C(=S)Nc2ccccc2F)=C(/[O-])c2ccc3c(c2)OCCO3)cc1	-1	0.0	-4	0.3	5	1.3	i	-5	2	-1
CNc1ncnc2c1ncn2[C@H]1CN(CCOC)C[C@@H](CO)O1	3	0.1	7	-0.2	-2	-3.1	i	2	·	-5

The listing continues:
SMILES	SUMO1-SIM PPI	TbMetRS inhib	DNMT1 block	MsrA inhibitor	STEP block	LMPTP block	Rpn11 inh	CSN inh	Scp1 inh	NadD block
COc1ccc(-n2c(CN3CCC(C(N)=O)CC3)nc3ccc([N+](=O)[O-])cc3c2=O)c(OC)c1	-42	-0.2	-3	2.8	0	-1.3	i	4	-9	-4
CC(=O)Nc1scc(C)c1-c1nc2ccccc2s1	-2	-0.7	2	0.7	1	1.4	i	3	-14	-4
CCC(=O)c1cc2c(cc1NC(=O)c1cccs1)OCCO2	1	-0.5	2	-2.0	-2	1.6	i	2	-7	-8
Cc1ccc(N(C)C(=O)CCS(=O)(=O)c2ccc3c(c2)oc(=O)n3C)cc1	-2	0.1	3	0.4	0	-0.9	i	-3	-1	-4
COC(=O)Nc1snnc1C	-3	-0.7	3	0.8	2	-0.6	i	-3	-2	3
CCCc1cc(CNC(=O)C2CCC(=O)N(CCc3cccc(F)c3)C2)on1 (stereo not drawn)	4	-0.1	2	1.1	-2	-1.3	i	0	-11	-2
CCOc1ccc(S(=O)(=O)NCc2cccnc2)cc1NC(=O)c1ccccc1	4	-0.5	2	-0.3	-2	-0.5	i	1	27	6
COc1ccccc1-n1cnc(N)c1C(C)=O	-4	-0.6	2	0.2	-4	-3.1	i	3	-1	0
COc1ccc2c([N+](=O)[O-])c(N3CCOCC3)[nH]c2c1	-14	-0.2	1	2.0	1	-0.8	i	4	·	6
CC(C)(C)OC(=O)N1CCCC1C(=O)O (stereo not drawn)	-2	-0.1	2	1.6	1	-1.9	i	5	0	5
CCOC(=O)C1=C[C@@H](C(C)(C)C)N(S(=O)(=O)c2ccc(C)cc2)[C@H]1c1ccccc1	7	-0.4	5	-0.6	3	2.7	i	-2	·	-2
COc1ccc(NC(=O)c2ccc(-n3cccn3)c([N+](=O)[O-])c2)cc1	-20	1.0	-5	2.4	-2	-0.5	i	-2	0	-8
CC(=O)NCCCc1nc2ccccc2n1Cc1ccccc1F	3	1.5	-2	-0.6	1	2.3	i	2	-3	-1
CCOC(=O)c1c(NC(=O)COC(=O)c2ccccn2)sc(C(=O)N(C)C)c1C	2	-0.2	1	-0.5	-2	-0.5	i	-4	-3	-4
Cc1nc(-c2ccc(F)cc2)c(CC(=O)N(C)CC(=O)Nc2ccccc2C(F)(F)F)s1	1	-0.1	0	-0.3	-2	0.7	i	-1	-4	0
CN(CC(=O)Nc1ccc(F)cc1)C(=O)CNC(=O)C1CCCCC1	3	0.2	1	1.0	0	-2.4	i	-1	-2	2
CCOC(=O)c1cnn(-c2ccc(C(C)C)cc2)c1NC(=O)C1CCC1	1	-0.3	-3	-0.4	-4	-1.9	i	-7	0	-4
Cc1nc2ccc(NC(=S)NC(C)C)cc2nc1C	-4	0.1	3	3.4	4	-1.1	i	6	-5	-6
COc1ccc(CC(=O)OCC(=O)NCCc2ccccc2)cc1OC	-1	-0.4	8	-0.7	-2	-1.7	i	1	-3	-6
O=C(O)c1cccc(-c2csc(C(O)c3ccc(F)cc3)n2)c1 (stereo not drawn)	-7	0.4	0	0.3	0	-1.4	i	-4	·	-8
O=C(O)C1CCN(C(=O)CSc2nc3ccccc3c(=O)n2Cc2ccccc2)CC1	2	-1.0	-2	0.7	-3	-0.8	i	-1	-10	-7
O=c1c2ccccc2nc(/C=C/c2cccnc2)n1CCc1ccccc1	-3	-0.3	-9	0.7	0	1.7	i	4	-7	5
CC(=O)c1ccc(OCC(=O)Nc2nnc(C3CC3)s2)cc1	-4	0.1	7	-1.6	4	-3.5	i	3	·	-1
CN(Cc1cccs1)c1nc(-c2cccnc2)nc2ccccc12	10	-0.4	0	1.1	1	16	i	6	-1	-3
COc1ccc(OC)c(S(=O)(=O)Nc2cccc3c(O)cccc23)c1	-9	0.3	-33	-0.2	-3	1.8	i	-1	-16	3

Next section
SMILES	SUMO1-SIM PPI	TbMetRS inhib	DNMT1 block	MsrA inhibitor	STEP block	LMPTP block	Rpn11 inh	CSN inh	Scp1 inh	NadD block
COc1cc(/C=N/NC(N)=S)ccc1OCC(=O)Nc1ccc(C)cc1	3	-0.9	-8	1.0	-6	0.8	i	7	-5	2
O=C(O)c1ccc(/C=N/NC(=O)c2ccc(CN3c4cccc5cccc(c45)S3(=O)=O)cc2)cc1	-4	0.5	0	3.2	0	18	i	19	24	30*
CCCC(=O)N1CCC1(C)C(=O)Nc1ccccc1-c1ccccc1 (stereo not drawn)	1	-0.3	-6	-0.1	2	-1.1	i	4	·	-10
CCn1c(=O)c(C(C)=O)nc2ccccc21	-9	-1.2	-19	1.6	-3	-1.4	i	0	-10	0
O=C(Cc1ccccc1)NN1C(=O)C2C3C=CC(C4CC34)C2C1=O (stereo not drawn)	3	-0.7	3	-0.3	0	-2.1	i	-1	-9	-8
CCCOC(=O)c1ccc(NC(=O)c2ccccc2[N+](=O)[O-])cc1	-17	-0.7	14	-0.5	-1	-0.7	i	13	-19	-11
O=C(NC12CC3CC(CC(C3)C1)C2)c1cccc(OC(F)F)c1	-1	-0.6	-2	0.0	-1	0.5	i	6	-9	-10
CC(=O)COC(=O)CCc1nc2ccccc2[nH]c1=O	-4	-1.2	-10	0.9	4	1.1	i	3	-3	-4
Cc1ccc(N2C(=S)NC3c4ccccc4OC2(C)C3C(=O)N(C)C)cc1 (stereo not drawn)	1	0.4	2	0.2	-2	-2.3	i	-3	-7	-3
O=c1cnc(-c2ccc(Cl)cc2)cn1O	-12	0.0	1	-0.2	0	-2.3	i	0	-7	-1
Cc1nn2c(C)nc3sc4c(c3c2nc1=O)CC(C)(C)OC4	4	0.8	7	3.5	0	-1.8	i	5	-11	-8
C=CCOc1ccc(CN(C)c2ccc(S(=O)(=O)N3CCN(C)CC3)cc2[N+](=O)[O-])cc1	-22	-0.3	-7	-1.3	1	-1.6	i	-1	-2	-5

Source: PubChem BioAssay (several laboratories)
